DPM-DC inhibit: S. pneumoniae DPM-DC inhibition. purified DPM-DC, PK/LDH coupled NADH fluorescence. calls only at 10 µM. hit rate 0.49% among 65,000. AID 556;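 active = the 320 compounds with the highest percent inhibition in the single-dose primary screen, excluding strongly autofluorescent ones, cut at about 32% in these data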;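 note: kinetic rate of NADH fluorescence loss reporting ADP formed by the decarboxylase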
HPDE-C7K KRASV12: viability loss of HPDE-C7K cells – cell-based, fluorescence, HTS, primary screen (AID 431); HPDE-C7K KRASV12 cells, Alamar Blue viability, 48 h; higher % means a stronger effect; cytotoxicity, % at 10 µM, or EC50 in µM where a hit was titrated; hit rate 1.7% among 63,000;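 active = compounds whose percent cytotoxicity in the single-dose primary screen, scaled between solvent and toxic-drug controls, exceeds 50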;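 note: 0% = DMSO solvent wells and 100% = doxorubicin-treated wells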
Alkaline phosphatase: inhibition of tissue-nonspecific alkaline phosphatase – biochemical, luminescent (AID 518); one-dose inhibition, % at 20 µM; IC50 in µM for titrated hits; purified TNAP enzyme, luminescent substrate readout; higher % means a stronger effect; hit rate 0.09% among 64,000; in the data active = a potency from the dose series; inactive = the rest, 99 in 100 with inhibition below about 22%;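 note: plate controls were vehicle for no effect and reference inhibitor for full effect; many of its hits are not listed in these tables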
Bfl-1 displacement: Bfl-1 inhibitors, primary screen, biochemical, fluorescence polarization, FITC-Bid, mouse (AID 432) | hit rate 0.02% among 64,000 | FITC-Bid BH3 peptide fluorescence polarization displacement; higher % means a stronger effect | one-dose displacement, % at 20 µM; IC50 in µM for titrated hits; in the data active = a potency from the dose series; inactive = the rest, 99 in 100 with displacement below about 15%; note: strong numbers were not always called active
Spn MK inh: inhibitors of Streptococcus pneumoniae mevalonate kinase. inhibition, % at 10 µM. purified MK, PK/LDH-coupled NADH absorbance 340 nm. hit rate 0.48% among 65,000;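 active = ranked among the strongest by inhibition in the single 10 µM screen, a fixed top-ranked set picked for dose follow-up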; note: no value below 0 was filed
HPDE-C7 viability: HPDE-C7 pancreatic duct cell viability loss – fluorescence, HTS (AID 430); HPDE-C7 pancreatic duct cells viability, fluorescence; higher % means a stronger effect; cytotoxicity, % at 10 µM, or EC50 in µM where a hit was titrated; hit rate 1.8% among 63,000;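 note: cells exposed to compound for 48 hours before viability readout; 0% = vehicle and 100% = reference cytotoxic drug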
LYP inhibition: inhibition of human PTPN22 tyrosine phosphatase – biochemical, DiFMUP fluorescence, recombinant catalytic domain, 10 µM, primary screen (AID 606); 52,000 tested, under 10 active; inhibition, % at 10 µM, or IC50 in µM where a hit was titrated; recombinant LYP catalytic domain, DiFMUP fluorescence; higher % means a stronger effect;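 active = IC50 under 40 µM in the dose-response test; inactive = IC50 of 40 µM or more, or never dose-tested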
HT1080 cytotoxicity: HT1080 cell viability loss – fluorescence readout (AID 620); cytotoxicity, % at 10 µM; hits with a dose series show EC50 in µM; HT1080 viability, fluorescence; higher % means a stronger effect; hit rate 0.42% among 87,000;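 note: cells exposed to compound overnight then 4 h with Alamar Blue; 0% = vehicle DMSO and 100% = killing control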
Spn PMK inh: inhibitors of Streptococcus pneumoniae phosphomevalonate kinase. purified PMK, PK/LDH-coupled NADH absorbance 340 nm. inhibition, % at 10 µM. hit rate 0.49% among 65,000. AID 539;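 active = top-ranked compounds by inhibition in the single 10 µM screen, taking a fixed number of the strongest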;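 note: 0% = full reaction with DMSO carrier and 100% = background rate without enzyme reaction; no value below 0 was filed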
Spn PMK inh pilot replicates: further read-out of Spn PMK inh, marked with its call; inhibition, %; measured here: pilot screen replicates
Spn MK inh pilot replicates: also measured in Spn MK inh; calls as there; inhibition, %; measured here: pilot screen replicates
DPM-DC inhibit pilot screen %: also measured in DPM-DC inhibit; calls as there; inhibition, %; measured here: pilot screen trials
The depositor's hits bear a star; i = inactive; nt = no result given; + = active, no number. Cut-off read from the data, not from the text of the source, unless noted: active = cytotoxicity above about 50%; inactive = the rest.

Start of the listing, in advance:
SMILES	DPM-DC inhibit	HPDE-C7K KRASV12	Alkaline phosphatase	Bfl-1 displacement	Spn MK inh	HPDE-C7 viability	LYP inhibition	HT1080 cytotoxicity	Spn PMK inh	others
CCOC(=O)N1CCN(S(=O)(=O)c2ccc(F)c(C(=O)Nc3cccc(C)c3C)c2)CC1	i	-8%	0%	-20%	0	3%	10%	2%	13
O=C(CSc1nnc(-c2ccccc2)o1)N1CCOCC1	i	-4%	9%	-3%	7	3%	6%	-5%	7
CCOC(=O)NC1C=CS(=O)(=O)C1 (centres undefined)	i	1%	0%	-2%	9	-8%	nt	11%	10
CC(C)c1ccc(N2C(=O)[C@@H]3Cc4ccccc4CN3C2=O)cc1	i	-16%	3%	-1%	9	-18%	nt	26%	14
CCn1nc(C(=O)Nc2ccc(S(=O)(=O)Nc3nccs3)cc2)c2ccccc2c1=O	i	-6%	9%	-24%	6	6%	10%	-7%	13

The list itself, previewed entries included:
SMILES	DPM-DC inhibit	HPDE-C7K KRASV12	Alkaline phosphatase	Bfl-1 displacement	Spn MK inh	HPDE-C7 viability	LYP inhibition	HT1080 cytotoxicity	Spn PMK inh	others
CCOC(=O)N1CCN(S(=O)(=O)c2ccc(F)c(C(=O)Nc3cccc(C)c3C)c2)CC1	i	-8%	0%	-20%	0	3%	10%	2%	13
O=C(CSc1nnc(-c2ccccc2)o1)N1CCOCC1	i	-4%	9%	-3%	7	3%	6%	-5%	7
CCOC(=O)NC1C=CS(=O)(=O)C1 (centres undefined)	i	1%	0%	-2%	9	-8%	nt	11%	10
CC(C)c1ccc(N2C(=O)[C@@H]3Cc4ccccc4CN3C2=O)cc1	i	-16%	3%	-1%	9	-18%	nt	26%	14
CCn1nc(C(=O)Nc2ccc(S(=O)(=O)Nc3nccs3)cc2)c2ccccc2c1=O	i	-6%	9%	-24%	6	6%	10%	-7%	13
Cc1ccc2oc(=O)c3cnn(CC(=O)NCCC(C)C)c3c2c1	i	-1%	11%	2%	6	-8%	nt	0%	5	Spn PMK inh pilot replicates=1.5;Spn MK inh pilot replicates=1.5;DPM-DC inhibit pilot screen %=1.5
Cc1n[nH]c(C)c1SCC(=O)Nc1ccc(F)cc1	i	4%	-5%	-6%	9	10%	-11%	12%	5
C=CCn1c(C)c(C(C)=O)c(N2CCOCC2)nc1=S	i	-2%	9%	-7%	3	1%	19%	29%	0
Cc1nc2nc(C)n(-c3ccccc3)c2s1	i	nt	7%	0%	5	nt	10%	5%	4
COc1cc(C)nc(NCc2ccccc2)n1	i	-10%	11%	3%	9	2%	nt	10%	2
CC(C)(C)n1nc2c(c1NC(=O)c1ccco1)CS(=O)C2 (centres undefined)	i	-14%	0%	2%	0	-8%	18%	33%	16
COc1ccc(C(=O)CSc2nnc(-c3ccccc3)o2)cc1	i	-6%	6%	1%	7	-13%	-3%	20%	0
CCSc1nnc(-c2cccc(S(=O)(=O)N(CC)CC)c2)n1Cc1ccccc1	i	11%	7%	-8%	6	6%	8%	-9%	10
CCN(CC)c1ccc(C=N/C(C#N)=C(\N)C#N)cc1	i	nt	12%	-5%	2	nt	17%	1%	18
COc1ccc(-c2noc(CN(C)S(=O)(=O)c3ccc(Cl)cc3)n2)cc1OC	i	28%	4%	-2%	7	2%	3%	-5%	9
COc1ccccc1N1CCN(C(c2ccc(C)cc2)c2nnnn2C(C)C)CC1 (centres undefined)	i	-27%	17%	-5%	0	-30%	17%	-20%	18
CCCC(=O)c1cc(-c2nc3ccccc3n2C)n(C)c1	i	-9%	8%	-10%	3	-7%	7%	2%	5
CCc1cc2c(NCc3ccco3)ncnc2s1	i	3%	19%	-5%	18	-9%	nt	-2%	11
O=C(Nc1ccc(Cl)cc1)N1CCC(c2nc(-c3ccc(F)cc3)no2)CC1	i	0%	4%	4%	0	1%	-6%	0%	11
CCOc1ccc2nc(NCCNS(=O)(=O)c3ccccc3)c(C#N)cc2c1	nt	-28%	-2%	-3%	1	-30%	6%	-7%	4
CCN1C(=O)OC2(CCCCC2)C1(C)O (centres undefined)	i	6%	13%	-6%	4	-1%	3%	0%	17	Spn PMK inh pilot replicates=0.0;Spn MK inh pilot replicates=7.0;DPM-DC inhibit pilot screen %=3.5
CCCC(=O)Nc1nnc(-c2ccco2)s1	i	-19%	4%	-7%	0	-1%	8%	8%	0
CCN1CCN(c2c(Cl)cccc2NC(=O)c2ccc3c(c2)OCCO3)CC1	i	-6%	16%	-8%	0	-7%	7%	-8%	4	Spn PMK inh pilot replicates=1.0;Spn MK inh pilot replicates=0.5;DPM-DC inhibit pilot screen %=0.0
CCOC(=O)N1CCN(C(=O)c2oc(=O)c3ccccc3c2-c2ccc(C)cc2)CC1	i	4%	0%	-1%	5	-12%	10%	0%	7
COc1ccc(CCNC(=O)CN(c2ccc(C)cc2)S(=O)(=O)c2c(C)noc2C)cc1OC	i	-2%	10%	-8%	0	-18%	nt	5%	15
Remaining list, next part:
SMILES	DPM-DC inhibit	HPDE-C7K KRASV12	Alkaline phosphatase	Bfl-1 displacement	Spn MK inh	HPDE-C7 viability	LYP inhibition	HT1080 cytotoxicity	Spn PMK inh	others
CC1CC(C)CN(C(=O)C2CCCN(S(=O)(=O)c3cccc4nonc34)C2)C1 (centres undefined)	i	-5%	16%	-8%	3	-9%	-5%	nt	22
Cn1cc[nH]c1=S	i	nt	nt	nt	3	nt	15%	2%	0
O=C(CSc1nc2ccccc2o1)c1cc2ccccc2oc1=O	i	-4%	-4%	-1%	5	-8%	15%	3%	0
O=C(O)c1cc2nc3c(c(C(F)(F)F)n2n1)CCc1ccccc1-3	i	-11%	12%	14%	8	-2%	4%	0%	9
COc1ccc(CNc2nc3c(c(=O)[nH]c(=O)n3C)n2Cc2ccccc2C)cc1	i	4%	4%	2%	6	-6%	4%	-2%	10
Cc1ccc(-c2nn(CC(=O)NCc3ccco3)c(=O)c3ccccc23)cc1	i	-8%	9%	0%	0	0%	nt	14%	16
N#Cc1c(-c2ccco2)c2c([nH]c1=S)CCCC2	i	10%	20%	0%	14	-8%	-6%	nt	16
Cc1cc2nn(-c3cccc4ccccc34)nc2cc1N	nt	8%	0%	1%	14	-1%	6%	-3%	12
CCOC(=O)c1ccc(NC(=O)CC2COc3ccccc3O2)cc1 (centres undefined)	i	-5%	14%	-5%	5	1%	1%	2%	5
O=c1c2oc3ccccc3c2ncn1Cc1ccccc1F	i	-8%	10%	2%	5	-24%	-2%	31%	7
COc1cc([C@H]2[C@@H]3CCCC[C@]3(O)CCN2CC(=O)Nc2ccc(C)cc2C)ccc1O	i	-4%	3%	-1%	12	-12%	10%	-1%	3
COc1ccc(/C=N/n2cnnc2SCCO)cc1OC	i	0%	4%	-5%	2	-14%	nt	7%	0
CCCCn1c(O)c(C=NCCCN(C)C)c(=O)[nH]c1=O	i	-1%	0%	0%	0	-2%	0%	-15%	9
CC(C)(C)c1csc(NC(=O)Cn2c(=O)oc3ccccc32)n1	i	-19%	6%	2%	3	-14%	-12%	-7%	7
CCOC(=O)C1CCCN(C(=O)c2cc(-c3ccc(C)cc3)on2)C1 (centres undefined)	i	0%	6%	-4%	0	-3%	-1%	2%	1
CC(C)(C)n1nnnc1C(c1cccs1)N(Cc1ccccc1)Cc1ccco1 (centres undefined)	i	-4%	4%	1%	9	-4%	nt	2%	7
COc1ccccc1CNc1ccc(N2CCOCC2)c(C(=O)O)c1	i	-1%	15%	-3%	6	8%	-13%	-17%	3
CN(C)/C=C1/Sc2ccccc2C1=O	i	-18%	10%	-2%	5	-34%	16%	8%	0
CCCC1CC(c2csc(N)n2)CCO1 (centres undefined)	i	-41%	10%	2%	10	-34%	8%	-23%	9
Cn1c(/N=C/c2ccc3c(c2)OCO3)nc2ccccc21	nt	5%	2%	-4%	10	2%	5%	-1%	8
CC1CN(c2oc(Cc3cccc4ccccc34)nc2C#N)CC(C)O1 (centres undefined)	i	-18%	12%	-5%	10	-18%	nt	9%	24
O=C(c1cccs1)N1CCCc2ccccc21	i	-9%	21%	-12%	12	-6%	11%	-4%	0
C=C(C)c1cccc(C(C)(C)NC(=O)NCC2COCCO2)c1 (centres undefined)	i	-8%	6%	0%	0	-13%	nt	9%	1
O=C(Nc1ccccc1)c1ccc(NCc2ccco2)c(S(=O)(=O)N2CCOCC2)c1	i	-17%	3%	-5%	7	-4%	-39%	1%	5
CCOC(=O)N1CCN(C(=O)c2ccc3nc(N4CCC(C)CC4)sc3c2)CC1	i	-11%	14%	-9%	3	-24%	nt	-8%	12
(listing goes on)
SMILES	DPM-DC inhibit	HPDE-C7K KRASV12	Alkaline phosphatase	Bfl-1 displacement	Spn MK inh	HPDE-C7 viability	LYP inhibition	HT1080 cytotoxicity	Spn PMK inh	others
COCCn1c(SCC(=O)Nc2ncc(Cl)c(C)c2Cl)nc2ccccc21	i	9%	7%	-4%	9	6%	nt	0%	12
O=C1c2ccccc2NC(c2ccc3c(c2)OCO3)N1O (centres undefined)	i	-9%	14%	-6%	0	-6%	nt	3%	15
O=C(NCCn1ccc2ccccc21)c1ccc(S(=O)(=O)N2CCCCC2)cc1	i	1%	11%	2%	3	-10%	-2%	-1%	9
CCOC(=O)C(C)Sc1nnc(CNC(=O)c2ccc(OC)cc2)n1C1CCCCC1 (centres undefined)	i	2%	6%	-4%	4	3%	7%	1%	16
Cc1nc2nc(C)c(CCC(=O)N3CCOCC3)c(C)n2n1	+	8%	2%	3%	4	-3%	8%	-7%	6
COc1ccc(N2CCN(CC(=O)Nc3cc(C)on3)CC2)cc1	i	-8%	1%	-3%	10	-2%	0%	-2%	12
Cc1nnc(SCC(=O)NCc2cccs2)n1-c1ccccc1	i	-5%	8%	-8%	2	-11%	16%	1%	4
CC(C)(CSc1nncn1N)NS(=O)(=O)c1ccc(Cl)cc1	i	0%	4%	-4%	5	3%	nt	-3%	6	Spn PMK inh pilot replicates=0.0;Spn MK inh pilot replicates=0.0;DPM-DC inhibit pilot screen %=3.0
O=C(NCc1ccc2c(c1)OCO2)c1ccc(CS(=O)(=O)c2cccc(C(F)(F)F)c2)o1	i	-6%	17%	-2%	4	-27%	8%	-3%	15
CCOC(=O)C1=C(C)NC2=C(C(=O)CCC2)C1c1ccsc1 (centres undefined)	i	-6%	11%	-3%	7	-4%	4%	-1%	3
Cc1cc(Oc2ccc(Cl)cc2)nc(-c2ccccc2O)n1	i	-3%	14%	-9%	7	18%	-4%	-3%	0	Spn PMK inh pilot replicates=0.0;Spn MK inh pilot replicates=0.0;DPM-DC inhibit pilot screen %=0.0
CCCc1nnc(NC(=O)CN2C(=O)C3C4C=CC(C4)C3C2=O)s1 (centres undefined)	i	-16%	3%	-9%	6	-16%	nt	-3%	0
COc1ccc(-n2ncc3c(NCc4ccc5c(c4)OCO5)ncnc32)cc1	i	8%	18%	-2%	0	13%	4%	4%	1	Spn PMK inh pilot replicates=4.5;Spn MK inh pilot replicates=2.0;DPM-DC inhibit pilot screen %=6.0
O=C1CN(c2ccc(Br)cc2)C(=O)N1CC(=O)N1CCCc2ccccc21	i	-23%	2%	-6%	13	-15%	-15%	4%	16
O=C(CN(CC1CCCO1)S(=O)(=O)c1ccc(S(=O)(=O)NC2CC2)cc1)Nc1ccccc1 (centres undefined)	i	-6%	17%	0%	0	-7%	17%	8%	14	Spn PMK inh pilot replicates=0.0;Spn MK inh pilot replicates=0.0;DPM-DC inhibit pilot screen %=0.0

Screening data from PubChem BioAssay.
